Source: PubChem BioAssay
KCNK9 inh = blocks the human KCNK9 two-pore domain potassium channel; Q9NPC2; HEK293 KCNK9, FluxOR thallium flux fluorescence; active compounds read low; B-score at 10 µM; actives 1.2% (n = 310,000);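 active means ratio B-score over 3 SD below the library mean, with starting fluorescence within 5 SD of its mean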;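 further: negative B-score means less thallium flux so channel inhibition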
ANO1 block = mouse TMEM16A channel inhibition, primary screen. Q8BHY3. HEK293 TMEM16A/YFP iodide influx fluorescence, ionomycin. normalized B-score (activity score, 25-100; higher = stronger inhibition) at 10 µM. actives 1.2% (n = 310,000). AID 588511;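 active means ratio plate-corrected score three or more library SD toward inhibition, starting fluorescence score within five deviations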;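 further: score derived from kinetic fluorescence span divided by baseline fluorescence per well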
KCNQ1 block = inhibitors of human KCNQ1 potassium channel; P51787; CHO-K1 KCNQ1, FluxOR thallium flux fluorescence; active compounds read high; B-score at 10 µM; actives 1.3% (n = 310,000); AID 2642;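 active means compounds whose thallium flux B-score, printed positive for inhibition, exceeds three library SD while starting fluorescence stays within three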;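 further: channel opened by potassium depolarization with thallium stimulus after 20 min compound exposure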
KCNK3 inh = human KCNK3 channel inhibition, primary screen. O14649. CHO-KCNK3 thallium flux, FluxOR fluorescence; active compounds read low. B-score at 10 µM. actives 0.84% (n = 340,000);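 active means B-score under library mean minus 4 SD, starting fluorescence ratio at most library mean plus 5 SD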;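 further: more negative B-score means stronger inhibition of thallium flux through KCNK3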
TRPC4 PAM = TRPC4 (mouse) allosteric potentiation; Q9QUQ5; HEK293 TRPC4beta/mu-opioid, DAMGO EC20, Fluo-4 Ca2+ flux; active compounds read high; B-score at 10 µM; actives 0.42% (n = 310,000); AID 2227;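 active means B-score of calcium response area above 5 SD of library B-scores, with initial fluorescence ratio within 5 SD of library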;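 further: B-score of integrated fluorescence ratio over time as area under calcium response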
HDAC3 inhib = inhibitors of human histone deacetylase 3; O15379; inhibition, % at 8.3 µM; recombinant HDAC3, fluorogenic peptide/trypsin coupled, fluorescence; actives 0.15% (n = 320,000); in the data active means inhibition above about 26%, passing the limit was not always enough; inconclusive means no clear call, values can overlap the other calls
Dyrk1A ADPGlo = inhibitors of rat Dyrk1A kinase | Q63470 | ADP-Glo luminescence, NFATc1 peptide | inhibition, % at 12.5 µM | actives 0.43% (n = 310,000) | AID 504441; in the data active means inhibition above about 50%;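 further: plate controls were vehicle with enzyme for no effect and no enzyme for full effect; many of its hits are not listed in these tables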
TRPC4 agonist = opens the mouse TRPC4 cation channel. HEK293 TRPC4beta/mu-opioid, Fluo4 calcium fluorescence; active compounds read high. B-score at 10 µM. actives 0.49% (n = 310,000). AID 2237;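 active means B-score above 5 SD of library B-scores, and initial fluorescence ratio not above library mean plus 5 SD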;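 further: positive B-score marks a calcium rise read as TRPC4 activation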
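Incubation: 45 min room-temperature Fluo4 loading, 110 s read / System: HEK293 cells stably co-expressing mouse TRPC4beta and mu-opioid receptor / Signal: Fluo4 fluorescence, kinetic / Control set: buffer (low) and maximal DAMGO (high) / Measure: integrated baseline-normalised fluorescence ratio, converted to per-well B score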
ANO1 activ = mouse TMEM16A channel activation, primary screen | actives 0.3% (n = 340,000) | Q8BHY3 | B-score at 10 µM | HEK293 TMEM16A/YFP-H148Q/I152L, iodide quench fluorescence; active compounds read low;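 active means fluorescence-ratio B-score plate-corrected deviation score at least 3 library SD below zero, with starting fluorescence score within 5 deviations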;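 further: channel opened by trigger with iodide after compound preincubation; score built on the fluorescence ratio of max minus min over baseline; more negative score means more quench and so TMEM16A activation or potentiation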
KCNQ1 pot = human KCNQ1 channel potentiation or activation; P51787; actives 0.35% (n = 310,000); B-score at 10 µM; AID 2648; CHO-K1 KCNQ1, thallium flux FluxOR fluorescence; active compounds read high;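 active means fluorescence ratio B-score, a plate-corrected score, at least three library SD, with initial intensity B-score within 5 SD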
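assay system = KCNQ1-transfected CHO-K1 cells | medium = assay buffer with matched DMSO | probe or stimulus = depolarizing K+/Tl+ stimulus, K2SO4 and Tl2SO4 each 12.5 mM in 5x stock | dosing = single dose | incubation = dye 90 min, compound 20 min, room temperature | detection = kinetic FluxOR fluorescence, 10 s baseline plus 110 s post-stimulus | evaluation = ratio B score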
hERG protect = shields human hERG channel from block by proarrhythmic agents. Q12809. CHO-hERG, FluxOR thallium flux, dofetilide IC70 present. activation (rescue from dofetilide block), less the hit threshold, % at 10 µM. actives 0.51% (n = 310,000). AID 1511;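 active means activation above the mean of controls blocked by dofetilide plus 5 SD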;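 further: thallium influx through hERG after potassium depolarization seen as dye fluorescence rise; in these data hits start at about 4.7%; inactives centre near -7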
Target sequence (Q12809 whole entry, looked up): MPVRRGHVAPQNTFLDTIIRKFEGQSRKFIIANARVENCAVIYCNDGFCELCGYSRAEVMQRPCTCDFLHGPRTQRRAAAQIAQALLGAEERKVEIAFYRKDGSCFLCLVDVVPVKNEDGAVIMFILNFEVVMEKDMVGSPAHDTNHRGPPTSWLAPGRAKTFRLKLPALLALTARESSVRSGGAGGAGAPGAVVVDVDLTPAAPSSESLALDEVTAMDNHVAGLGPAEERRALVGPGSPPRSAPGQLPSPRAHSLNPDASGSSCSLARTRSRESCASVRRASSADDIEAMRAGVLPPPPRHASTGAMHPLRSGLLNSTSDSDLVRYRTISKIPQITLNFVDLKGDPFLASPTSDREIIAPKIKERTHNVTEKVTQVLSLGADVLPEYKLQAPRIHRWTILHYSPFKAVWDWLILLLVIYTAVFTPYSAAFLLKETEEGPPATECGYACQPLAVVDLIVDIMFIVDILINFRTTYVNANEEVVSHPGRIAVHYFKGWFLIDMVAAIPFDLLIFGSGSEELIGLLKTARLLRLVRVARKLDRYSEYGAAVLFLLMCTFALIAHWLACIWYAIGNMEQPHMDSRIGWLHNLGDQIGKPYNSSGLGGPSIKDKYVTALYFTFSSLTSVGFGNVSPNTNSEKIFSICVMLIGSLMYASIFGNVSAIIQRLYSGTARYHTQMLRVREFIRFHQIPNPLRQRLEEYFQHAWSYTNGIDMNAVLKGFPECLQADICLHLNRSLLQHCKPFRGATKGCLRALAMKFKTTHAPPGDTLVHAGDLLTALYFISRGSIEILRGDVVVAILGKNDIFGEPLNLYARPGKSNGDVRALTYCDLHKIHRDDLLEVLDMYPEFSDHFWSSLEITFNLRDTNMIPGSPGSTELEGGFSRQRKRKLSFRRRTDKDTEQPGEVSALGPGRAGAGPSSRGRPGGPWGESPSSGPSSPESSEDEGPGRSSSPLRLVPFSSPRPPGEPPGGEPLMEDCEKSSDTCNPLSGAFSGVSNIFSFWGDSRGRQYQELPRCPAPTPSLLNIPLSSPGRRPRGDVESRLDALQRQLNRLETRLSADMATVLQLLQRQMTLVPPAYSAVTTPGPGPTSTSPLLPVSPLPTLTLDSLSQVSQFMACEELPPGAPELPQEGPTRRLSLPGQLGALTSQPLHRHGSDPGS
Numbers without * were called inactive; i = inactive; u = inconclusive; x = not tested or not shown.

SMILES	KCNK9 inh	ANO1 block	KCNQ1 block	KCNK3 inh	TRPC4 PAM	HDAC3 inhib	Dyrk1A ADPGlo	TRPC4 agonist	ANO1 activ	KCNQ1 pot	hERG protect
COC(=O)c1cc(S(=O)(=O)N2CCN(c3ccc(OC)cc3)CC2)cn1C	i	i	i	i	i	5	-8	i	i	i	-3
CC(C(=O)Nc1nccs1)c1ccc([N+](=O)[O-])cc1 (configuration not stated)	i	i	i	i	i	2	2	i	i	i	-13
Cc1c(C(=O)O)cnc2cc(-c3ccc(Cl)cc3)nn12	i	i	i	i	i	-7	9	i	i	i	-8
CN(C)S(=O)(=O)c1ccc(S(=O)(=O)N2CCCC2)cc1	i	i	i	i	i	14	1	i	i	i	-3
Cc1snc(SCc2c(F)cccc2Cl)c1C#N	i	i	i	i	i	2	-3	i	i	i	-3
CS(=O)(=O)N(CC(=O)Nc1ccccc1Cl)c1ccc(Cl)cc1	i	i	i	i	i	7	2	i	i	i	-7
CCn1c(COc2ccc(=O)n(-c3ccccc3)n2)nnc1SCC(=O)OC	i	i	i	i	i	1	x	i	i	i	-7
CCN1C(=NCCOC)N[C@@H](c2cccc(F)c2)C(C(=O)OC)=C1C	i	i	i	i	i	3	x	i	i	i	-11
Cc1ccc(C(=O)NNC(=O)c2ccc(SCC3CCCO3)c([N+](=O)[O-])c2)cc1 (configuration not stated)	i	i	i	i	i	6	-8	i	i	i	-3
CC(C)C(=O)Nc1ccc(Br)cc1Cl	i	i	i	i	i	0	3	i	i	i	-5
COc1ccc(CN2C(=O)c3cccnc3C2Nc2ccc(C)cc2)cc1 (configuration not stated)	i	i	i	i	i	1	0	i	i	i	-11
O=C(Cc1cccs1)NCCS(=O)(=O)N1CCN(c2cccc(Cl)c2)CC1	i	i	i	i	i	-5	-1	i	i	i	-11
CCc1ccc(C2C(C#N)=C(N)C(C#N)(C#N)C3=CCC(C(C)(C)C)CC32)cc1 (configuration not stated)	i	i	i	i	i	1	-6	i	i	i	-20
CC(=O)c1cc2c(=O)c3ccccc3oc2nc1C	i	i	i	i	i	-3	13	i	i	i	-7
Cc1ccc(Nc2nc(/N=C/N(C)C)n[nH]2)cc1C	i	i	i	i	i	-5	-1	i	i	i	0
C=CCSC1=C(C#N)C(c2ccccc2)CC(=O)N1 (configuration not stated)	i	i	i	i	i	2	-6	i	i	i	-4
O=C(CCc1ccc(S(=O)(=O)N2CCOCC2)cc1)Nc1ccc2ccccc2c1	i	i	i	i	i	-5	2	i	i	i	-7
COn1c(-c2ccc(Cl)cc2)nc2ncccc21	i	i	i	i	i	-5	9	i	i	i	-5
CC(=O)Nc1ccc(NS(=O)(=O)c2ccc3c(c2)oc(=O)n3C)cc1	i	i	i	i	i	3	-4	i	i	i	-1
C=CCc1ccc(OCCn2nnc3ccccc32)c(OC)c1	i	i	i	i	i	2	9	i	i	i	-13
CC(C)Sc1nc2c(c(=O)n(C)c(=O)n2C)n1Cc1ccc(Cl)cc1	i	i	i	i	i	1	0	i	i	i	-5
O=C(/C=C/c1ccco1)Nc1ccccc1N1CCCC1	i	i	i	i	i	-2	x	i	i	i	-10
CCCC(CCC(=O)Nc1cc([N+](=O)[O-])ccc1O)C(=O)O (configuration not stated)	i	i	i	i	i	3	4	i	i	i	-5
Cc1ccc(CSCC(=O)N/N=C/c2ccc(OCC(=O)Nc3ccc(C)cc3)cc2)cc1	i	i	i	i	i	3	2	i	i	i	-2
S=c1[nH]c2ccccc2n1CCOc1ccccc1	i	i	i	i	i	0	0	i	i	i	-1
COc1cc(CNc2ccccc2Oc2cc(=O)n(C)c(=O)n2C)cc(OC)c1OC	i	i	i	i	i	3	-1	i	i	i	-4
CCCNS(=O)(=O)c1ccc2c(c1)CCCN2C(C)=O	i	i	i	i	i	-5	6	i	i	i	-5
Cn1nc(C(=O)NNC(=O)CCc2ccccc2Cl)c2ccccc2c1=O	i	i	i	i	i	2	9	i	i	i	-13
CN(C)Cc1nc2ccccc2c(=O)n1Cc1nc(-c2cccc([N+](=O)[O-])c2)cs1	-7.6*	i	i	i	i	3	0	i	i	i	-13
Cc1ccc(C(=O)N/C(=C\c2ccco2)C(=O)N2CCOCC2)cc1C	i	i	i	i	i	2	-1	i	i	i	-8
O=S(=O)(Nc1nc2ccccc2nc1Cl)c1ccc2ccccc2c1	i	100*	i	i	i	x	-3	i	i	i	-16
Cc1cccc(NC(=O)c2ccc([N+](=O)[O-])o2)c1C	i	i	i	i	i	-4	-5	i	i	i	-12
COc1ccc(C(=O)Nc2ccc(C(=O)OCC(=O)c3ccccc3)cc2)cc1	i	i	i	i	i	u	8	i	i	i	-3
CC(C)N1CCN(Cc2coc3ccccc3c2=O)CC1CCO (configuration not stated)	i	i	i	i	i	-3	-2	i	i	i	-7
CSc1nnc(-c2ccco2)n1-c1ccccc1	i	i	i	i	i	-1	0	i	i	i	-7
Cc1cc(C(=O)N2CCN(c3ncccn3)CC2)nn1C	i	i	i	i	i	-1	x	i	i	i	-3
Cc1ccc(N2CC(C(=O)NC3CC3)CC2=O)cc1 (configuration not stated)	i	i	i	i	i	2	0	i	i	i	-8
Nc1cc(C(=O)OCC(=O)NC(c2ccccc2)c2ccccc2)ccc1Cl	i	i	i	i	i	u	0	i	i	i	2
CCN(CC)CCn1c(N)cc(=O)[nH]c1=O	i	i	i	i	i	3	-2	i	i	i	-7
Brc1ccc(-c2noc(-c3ccccn3)n2)o1	i	i	i	i	i	-3	0	i	i	i	-4
Cc1ccc2ccc3cccnc3c2n1	i	i	i	i	i	6	1	i	i	i	-4
CCC(=O)NC(=S)Nc1ccc(-c2nc3ccc(C)cc3s2)cc1	i	i	i	i	i	-20	-6	i	i	i	-9
CCCCN(C)CCCNC(=O)CN1N=C(c2ccc(Cl)cc2)CCC1=O	i	i	i	i	12*	0	-2	102*	i	i	1
O=C(NC1CCCCC1)C1CCN(S(=O)(=O)N2CCCCCC2)CC1	i	i	i	i	i	0	5	i	i	i	-7
O=c1cc(N2CCc3ccccc3C2)[nH]c(=O)n1C1CCCCC1	i	i	i	i	i	0	0	i	i	i	-6
NNC(=S)Nc1ccc(C(F)(F)F)cc1Cl	i	i	i	i	i	1	5	i	i	i	-9
CCC(=O)NC(Nc1nc2ccc(C)cc2s1)(C(=O)OC)C(F)(F)F (configuration not stated)	i	i	i	i	i	3	-6	i	i	i	-10
c1ccc(Nc2ccc3c4c(cccc24)CC3)cc1	i	i	i	i	i	1	8	i	i	i	-4
CC(=O)OCC1OC(n2ccc3ccccc32)C(OC(C)=O)C(OC(C)=O)C1OC(C)=O (configuration not stated)	i	i	i	i	i	7	2	i	x	i	-7
Cc1cc(Cc2cc(C)c(N)cc2C)c(C)cc1N	i	i	i	i	i	-10	x	i	i	i	-13
CC1CCC/C(=C\c2ccc(O)cc2)C1=O (configuration not stated)	i	i	i	i	i	6	16	i	i	i	-13
O=C(N/N=C/c1cccc(Oc2ccccc2)c1)c1ccc(O)cc1O	i	i	i	i	i	5	6	i	i	i	-13
Cc1cc(C)n(C(=O)CCC2COc3ccccc3O2)n1 (configuration not stated)	i	i	i	i	i	2	8	i	i	i	-7
CC(=O)c1ccc(OC(C)c2nc3ccccc3s2)cc1 (configuration not stated)	i	i	i	i	i	5	-4	i	i	i	-13
CCCOc1ccc(Cc2c(Cl)nc(SC)nc2NC)cc1	i	100*	i	i	i	10	-1	i	i	i	-9
Cc1ccc(C(C(=O)NCC2CCCO2)N(C(=O)c2snc(C(N)=O)c2N)c2ccc(C(C)C)cc2)o1 (configuration not stated)	i	i	i	i	i	-2	-4	i	i	i	-21
CCOCCn1c(C(C)O)nc2ccccc21 (configuration not stated)	i	i	i	i	i	1	6	i	i	i	-5
O=C(Nc1ccc(N2CCCC2)cc1)c1cc(Cl)ccc1Cl	i	i	i	i	i	10	-2	i	i	i	-6
Cn1ncc(Br)c1NC(=O)c1ccco1	i	i	i	i	i	-9	-3	i	i	i	-3
Cc1nc(-c2cccc(S(=O)(=O)N3CCCCCC3)c2)cs1	i	i	i	i	i	12	-2	i	i	i	-6

Part of the list above, with bars between the fields.
SMILES | KCNK9 inh | ANO1 block | KCNQ1 block | KCNK3 inh | TRPC4 PAM | HDAC3 inhib | Dyrk1A ADPGlo | TRPC4 agonist | ANO1 activ | KCNQ1 pot | hERG protect
Cn1ncc(Br)c1NC(=O)c1ccco1 | i | i | i | i | i | -9 | -3 | i | i | i | -3
c1ccc(Nc2ccc3c4c(cccc24)CC3)cc1 | i | i | i | i | i | 1 | 8 | i | i | i | -4

Further compounds follow:
SMILES	KCNK9 inh	ANO1 block	KCNQ1 block	KCNK3 inh	TRPC4 PAM	HDAC3 inhib	Dyrk1A ADPGlo	TRPC4 agonist	ANO1 activ	KCNQ1 pot	hERG protect
Cc1ccc(C2=Nc3c(ccc4ccccc34)C(c3ccncc3)=NN2)cc1	-11*	x	i	i	i	x	0	i	i	i	-9
CSc1ccccc1OCc1cc(C(=O)N2C[C@H]3CC[C@H]2C3)no1	i	i	i	i	i	1	-6	i	i	i	-15
Cc1ccc(NS(=O)(=O)c2ccc(NC(=O)C(C)Sc3ccc(Cl)cc3)cc2)c(C)c1 (configuration not stated)	i	i	i	i	i	18	4	i	i	i	-15
O=C(c1ccc(Cl)cc1)C1CCCN(C(=O)/C=C/c2ccccn2)C1 (configuration not stated)	i	i	i	i	i	1	3	i	i	i	-9
COc1c2ccccc2nc2ccccc12	i	i	i	i	i	-76	0	i	i	i	0
CCS(=O)(=O)c1nc(S(=O)(=O)c2ccc(C)cc2)c(N2CC(C)OC(C)C2)s1 (configuration not stated)	i	i	i	i	i	5	-2	i	i	i	-6
O=C(NC1CCCCC1)C(=O)c1c(-c2ccccc2)[nH]c2ccccc12	i	i	i	i	i	4	-3	i	i	i	-9
CCN(CC)CCCNC(=O)c1cn(CC)c2ccc(S(=O)(=O)N(C)C3CCCCC3)cc2c1=O	i	i	i	i	i	4	-3	i	i	i	-8
CC(C)C(NC(=O)c1ccccc1NC(=O)c1ccco1)C(=O)O (configuration not stated)	i	i	i	i	i	-5	-2	i	i	i	-1
O=C1C2CC=CCC2C(=O)N1c1n[nH]c(CCc2ccccc2)n1 (configuration not stated)	i	i	i	i	i	-2	16	i	i	i	-11

These rows are one share of the data; the hit share may differ from the screen's.
